Bioassay records from PubChem.
CFTR F508del cor: F508del CFTR correction, initial screen, CFBE line, single point. CFBE cells, YFP halide quenching; stimulated with forskolin plus potentiator P3; % fluorescence drop versus neutral controls. 0.36% of 350,000 active. activity (quench increase), % at 7.58 µM;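 active = mean added fluorescence quench of at least 8% versus neutral control, with both replicates also reaching 8%; inconclusive = only one of the mean or replicate conditions met; inactive = mean below 8% and not both replicates reaching 8%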;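 also: cells transiently co-express mutant CFTR-F508del with the halide-sensitive YFP; corrector assay measuring rescue of mutant channel to the surface after 24 h compound exposure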
DENV2 CPE: inhibitors of DENV2 cytopathic effect, primary screen, cell-based, plate reader, single concentration; CPE inhibition, % at 9.99 µM; 1.7% of 350,000 active; DENV2-infected cells, cytopathic effect rescue; in the data active = CPE inhibition above about 20%, passing the limit was not always enough; inconclusive = no clear call, values can overlap the other calls; tested in BHK-21 cells;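 also: 0% = median of neutral control wells and 100% = median of positive control wells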
FN deposit inh: inhibitors of fibronectin matrix deposition, primary screen, AH1F cells, Alexa488-fibronectin fluorescence, plate reader; AID 743247, 2014; AH1F fibroblasts, overnight; 0.086% of 350,000 active; inhibition, % at 12.6 µM;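 active = mean inhibition across replicates of 30% or more, regardless of how many single replicates reach that level; inconclusive = mean under 30% yet at least half of replicates reach 30%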;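 also: positive control wells lacked labelled fibronectin entirely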
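Schedule: 1 h cell adhesion before compound, then overnight fibronectin incubation; test system: AH1F fibroblast monolayer depositing Alexa488-labelled fibronectin into matrix; quantity: 10000 AH1F cells per well; probe or stimulus: fluorescent fibronectin at 24 nM final; signal: fluorescence, ex 485 nm, em 525 nm; evaluation: percent inhibition as loss of matrix-bound fibronectin fluorescence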
GSIS activator: GLuc luminescence reporter in INS-1E cells, primary screen for activators of glucose-dependent secretion of insulin; INS-1E GLuc reporter insulin secretion, 2-3 h; activation, % at 16.6 µM; 0.61% of 370,000 active; AID 743287, 2014;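 active = lowest replicate activation of at least 40%, so every replicate reaches that level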;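 also: 0% = median of neutral control wells and 100% = median of IBMX positive control wells; some compounds called inactive have numbers as strong as hits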
miR122 inh: miR-122 Renilla sensor signal increase in Huh7, primary screen, miR-122 inhibitor project, cell-based, single point, plate reader; 0.3% of 340,000 active; Huh7 miR-122 Renilla luciferase sensor, 48 h; neutral wells = 0, positive control = 100; AID 602342, 2012; activation (reporter increase), % at 12.5 µM;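 active = mean replicate activation score at least 90 and every replicate individually at or above 90; inconclusive = only one of the two criteria met; inactive = neither criterion met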;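 also: higher luciferase means less miR-122 activity so hits act as miR-122 inhibitors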
PAX8 inh HTS: inhibitors of PAX8-driven TPO luciferase reporter, primary screen, RMG-I cells, single concentration. AID 652154, 2013. inhibition, % at 12.6 µM. SteadyGlo, 24 h. 1.2% of 360,000 active;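 active = mean replicate inhibition at least 60% with every replicate also reaching 60%; inconclusive = only one of the two criteria is met; inactive = mean below 60% and not all replicates reaching 60%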;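 also: luciferase light reporting Pax8 driven TPO promoter activity; plate controls were median of neutral control wells for no effect and mitoxantrone controls for full effect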
EWS-Fli block: EWS/Fli-driven NR0B1 reporter inhibitors, primary screen, A673 cells, NR0B1 luciferase, luminescence, MLPCN library; inhibition, % at 12.6 µM; viability-normalised; AID 651661, 2012; 0.67% of 350,000 active;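 active = mean inhibition of at least 50% after viability correction, with every replicate also passing that limit; inconclusive = mean reaches 50% but only one of two replicates passes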;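 also: firefly luciferase signal divided by Alamar Blue viability fluorescence both relative to DMSO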
The depositor's hits bear a star; ? = inconclusive; / = no result given; & = joins results of further samples; [ ] = dose if it differs, or a comment. Compounds were not picked by outcome. Share with any hit: about 3.9%.

SMILES	CFTR F508del cor	DENV2 CPE	FN deposit inh	GSIS activator	miR122 inh	PAX8 inh HTS	EWS-Fli block
COc1ccc(C(C#N)N2N=C(C)CC2c2ccccc2)cc1OC (stereo not given)	-2.4	-3	-2	20	2	-22	-2
Cn1nc(C(=O)NC2CCCc3ccccc32)ccc1=O (stereo not given)	-2.4	-4	-7	9	/	-8	4
CCC(C)NC(=O)c1ccccc1-c1ccccc1C(=O)NC(C)CC (stereo not given)	-2.7	8	1	18	-3	8	4
O=C(CSc1nnc(C2CC2)n1-c1ccccc1)NC1CCS(=O)(=O)C1 (stereo not given)	0.5	0	-20	4	4	-1	-5
Cc1ccc(S(=O)(=O)N/N=C\c2cn(CC(N)=O)c3ccccc23)cc1C	1.6	1	-1	11	/	9	6
CCc1nc2c(OCC(=O)C(C)(C)C)cccn2c1N(C)C(=O)c1cccs1	1.6	4	-9	4	1	19	-7
CCC(CO)Oc1cc(NC(=O)c2ccc(N)cc2)c2ncn(C(C)C)c2c1 (stereo not given)	-1.1	10	8	8	1	-3	-42
COc1ccc(-c2csc(C(O)c3ccc(F)cc3)n2)cn1 (stereo not given)	-5.3	-8	3	-3	-8	-64	-48
OCCC1CN(Cc2cccc(-n3cccn3)c2)CCN1Cc1ccccc1 (stereo not given)	-2.1	4	-17	-8	4	1	7
CC12CN(NC(=O)c3ccc(Cl)cc3)C3(C#N)CC1CCC23C (stereo not given)	1.4	0	-3	8	6	7	1
Cn1cc(CNC(=O)c2cc(COc3ccc4c(c3)CCCC4)on2)cn1	1.9	-3	7	-19	-7	1	/
COC(=O)[C@@H]1Cc2c([nH]c3ccccc23)C(C)N1C(=O)c1ccccc1 (stereo not given in full)	1.7	-6	9	-23	-5	-7	14
COc1cc(C2c3cc4c(cc3OC(N3CCCCC3)C2C)OCO4)cc(OC)c1O (stereo not given)	1.4	1	/	6	1	5	9
COc1ccc(CCNC(=O)c2ccc(Cl)c(S(=O)(=O)N3CCCCCC3)c2)cc1	-1.4	14	18	6	-18	22	22
CCOC(=O)CN1C(=O)C(O)(c2c(C)[nH]c3ccccc23)c2ccccc21 (stereo not given)	/	/	-1	/	-5	11	/
O=C(CSc1nc2sc3c(c2c(=O)[nH]1)CCCC3)NCCO	-1.4	-4	8	5	-3	-11	-4
CC(=O)N1CCN(S(=O)(=O)c2ccc(F)c(Cl)c2)CC1	0.4	/	-7	10	2	-10	4
O=C(NCc1ccco1)/C(=C/c1ccc(Cl)cc1)NC(=O)c1ccco1	4.0	-1	-1	-4	/	-5	2
O=C(C1CCOCC1)N1CC(=O)N2[C@H](C1)[C@@H](c1ccc(C#CCc3ccccc3)cc1)[C@@H]2CO	-0.7	-10	-13	-21	/	/	3
OC[C@@H]1[C@@H]2c3ccccc3NC[C@@H]2N1CC1CCOCC1	-4.7	-10	-2	8	7[16.7 µM]	-37	-3
CCCNC(=O)N1[C@@H](C#N)[C@H](c2ccccc2)[C@@H]1CO	-1.1	-8	3	17	/	-8	-2
C[C@@H]1CN([C@H](C)CO)C(=O)c2cc(C#CC3CC3)cnc2O[C@H]1CN(C)Cc1ccccc1C(=O)O	0.4	14	/	-1	10[16.7 µM]	/	-6
Cc1cccc(NC(=O)CCSc2ccccc2)c1C	4.1	3	4	0	8	-29	-4
Cn1c(SCC(=O)Nc2ccc(Cl)cc2)nc(O)cc1=O	1.7	12	-9	0	0	-6	5
Cc1noc(C)c1S(=O)(=O)Nc1ccc2c(c1)C(=O)N([C@H](C)CO)C[C@@H](C)[C@@H](CN(C)S(=O)(=O)c1c(C)noc1C)O2	-1.4	/	/	7	6[16.7 µM]	-1	-10
C[C@H](CO)N1C[C@H](C)[C@@H](CN(C)S(=O)(=O)c2ccc(F)cc2)Oc2c(NS(=O)(=O)c3ccc(F)cc3)cccc2C1=O	-0.8&1.4	7&5	-7	-3&-15	/	2&-13	-11&-2
Cc1oc(-c2cccc(Cl)c2)nc1CS(=O)(=O)CC(=O)NC1CCCC1	0.6	1	1	6	-2	23	/
Cc1cccnc1NC(=O)c1cccc(S(=O)(=O)N2CCN(c3ccccc3)CC2)c1	-0.2	2	2	-13	/	11	5
Cc1ccccc1C(=O)/C(C#N)=N/Nc1c(C)n(C)n(-c2ccccc2)c1=O	/	/	4	6	9	50	/
CN(CC(=O)Nc1ccc(F)c(F)c1F)C(=O)CC1CCCCC1	-5.3	0	0	-3	4	-1	1
COc1ccc(CN(C)C[C@H]2Oc3c(NS(=O)(=O)c4ccccc4)cccc3C(=O)N([C@H](C)CO)C[C@H]2C)cc1	-1.7	5	/	14	0[16.7 µM]	/	-5
O=C(C[C@H]1CC[C@@H]2[C@H](COC[C@@H](O)CN2C(=O)c2ccccc2F)O1)NCc1ccc(-c2ccccc2)cc1	1.1	-1	2	-14	-4[16.7 µM]	/	/
CCCCN1C(=S)SC(C)(C)C1/[N+]([O-])=C/c1cccnc1 (stereo not given)	/	/	12	/	3	-7	/
C[C@@H]1CCCCO[C@H](CN(C)C(=O)Cc2ccccc2)[C@@H](C)CN([C@H](C)CO)C(=O)c2cc(NC(=O)Nc3cccc4ccccc34)ccc2O1	1.7	14	/	-6	54[16.7 µM]	-17	-4
COc1ccc(-n2ncc(Cl)c(Cl)c2=O)cc1	-0.7	-2	7	-7	-27	105*	55*
Cc1ccc(N/C=C2\C(=O)C3(C)CCC2C3(C)C)cc1C (stereo not given)	1.2	2	-6	0	/	3	-17
CCn1cc(C(=O)NCCc2ccccc2C)c(=O)c2ccc(C)nc21	-1.3	-5	-2	11	-6	-1	7
Cc1ccc2nc(Nc3nc(C)cc(-c4ccccc4)n3)[nH]c(=O)c2c1	-5.6	9	-4	/	/	-13	15
COc1ccc(-c2ccc3c(c2)S(=O)(=O)c2cccc(C(=O)NC4CC4)c2C3=O)cc1OC	2.3	-4	-2	-5	5	-3	-12
O=C(C[C@@H]1C[C@H]2c3cc(NC(=O)C4CCOCC4)ccc3O[C@H]2[C@H](CO)O1)NCc1cccc(F)c1	-1.7	?	-7	-1	5[16.7 µM]	2	-1
O=C1OC(/C(=C\Nc2ccc(F)cc2F)[N+](=O)[O-])c2ccccc21 (stereo not given)	0.2	8	/	-23	/	-13	8
O=C(NC(=S)Nc1ccc(S(=O)(=O)N2CCOCC2)cc1)c1ccccc1[N+](=O)[O-]	-1.0	5	4	-29	2	-14	5
Cc1ccccc1S(=O)(=O)N[C@@H]1CC[C@@H](CCNS(=O)(=O)c2cccc(F)c2)O[C@@H]1CO	0.5	?	2	-6	/	9	-2
O=C(C[C@@H]1CC[C@H](NC(=O)c2ccccc2)[C@H](CO)O1)NCc1ccc(Oc2ccccc2)cc1	-2.4	6	3	-12	/	24	9
CC(=O)Nc1cc(C(=O)OCC(=O)c2ccccc2)ccc1C	/	/	9	5	16	-79	/
CCCOc1ncnc2c1[nH]c1ccccc12	/	/	-6	/	-3	-31	/
COc1ccc(NC(=O)N(C)C[C@@H]2Oc3c(NC(=O)C4CCOCC4)cccc3C(=O)N([C@H](C)CO)C[C@H]2C)cc1	-4.6	0	/	13	12[16.7 µM]	-29	6
CCOc1ccc(NS(=O)(=O)c2ccc(NS(=O)(=O)c3cccs3)cc2)cc1	-0.3	3	3	-15	8	-23	12
CC1CCCCC1NC(=O)CSc1nnc(COc2ccc(Cl)cc2)o1 (stereo not given)	2.5	0	9	3	/	10	-5
Cc1nc(N)ncc1CCC1OCCO1	-5.2	0	/	/	/	-6	-1
(list continues)
SMILES	CFTR F508del cor	DENV2 CPE	FN deposit inh	GSIS activator	miR122 inh	PAX8 inh HTS	EWS-Fli block
Nc1nnc(SCC(=O)NNC(=O)c2ccc(F)cc2)s1	-0.3	-2	0	6	-5	13	1
C=CCNC(=O)CN(c1ccc(F)c(Cl)c1)S(C)(=O)=O	-0.8	-1	/	4	0	/	1
Cc1noc(C)c1NC(=O)Nc1ccc2c(c1)CC(=O)N([C@@H](C)CO)C[C@@H](C)[C@@H](CN(C)C(=O)NC(C)C)O2	-2.8	-1	/	5	-7[16.7 µM]	-2	-3
CO[C@H]1CC[C@@H]2CCN(C)C(=O)C[C@H](c3ccccc3)CN(C)C(=O)c3cc(C#N)ccc3OC[C@@H]1O2	/	/	-1	15	/	4	-3
Cc1ccc(C)c(NS(=O)(=O)c2ccc3[nH]c(=O)[nH]c3c2)c1	0.0	-8	7	4	/	-3	6
COCC(=O)N(Cc1cc2ccc(C)c(C)c2n2nnnc12)C1CCCC1	0.4	-7	3	18	/	-7	5
O=C(NCc1nnc2c(C(F)(F)F)cc(Cl)cn12)c1ccc(Br)o1	-0.8	-2	0	6	/	-5	/
Cc1ccccc1Cn1c2ccccc2c2cnn(CC(=O)NCCCN3CCN(C)CC3)c(=O)c21	-0.5	3	8	20	-1	9	-3

3 of the entries above in order of the DENV2 CPE value, descending.
SMILES | DENV2 CPE
Cc1ccccc1Cn1c2ccccc2c2cnn(CC(=O)NCCCN3CCN(C)CC3)c(=O)c21 | 3
C=CCNC(=O)CN(c1ccc(F)c(Cl)c1)S(C)(=O)=O | -1
Nc1nnc(SCC(=O)NNC(=O)c2ccc(F)cc2)s1 | -2

Gathered by group: the compounds so far containing an aryl methoxy group (eight)
SMILES	CFTR F508del cor	DENV2 CPE	FN deposit inh	GSIS activator	miR122 inh	PAX8 inh HTS	EWS-Fli block
COc1ccc(C(C#N)N2N=C(C)CC2c2ccccc2)cc1OC (stereo not given)	-2.4	-3	-2	20	2	-22	-2
COc1ccc(-c2csc(C(O)c3ccc(F)cc3)n2)cn1 (stereo not given)	-5.3	-8	3	-3	-8	-64	-48
COc1cc(C2c3cc4c(cc3OC(N3CCCCC3)C2C)OCO4)cc(OC)c1O (stereo not given)	1.4	1	/	6	1	5	9
COc1ccc(CCNC(=O)c2ccc(Cl)c(S(=O)(=O)N3CCCCCC3)c2)cc1	-1.4	14	18	6	-18	22	22
COc1ccc(CN(C)C[C@H]2Oc3c(NS(=O)(=O)c4ccccc4)cccc3C(=O)N([C@H](C)CO)C[C@H]2C)cc1	-1.7	5	/	14	0[16.7 µM]	/	-5
COc1ccc(-n2ncc(Cl)c(Cl)c2=O)cc1	-0.7	-2	7	-7	-27	105*	55*
COc1ccc(-c2ccc3c(c2)S(=O)(=O)c2cccc(C(=O)NC4CC4)c2C3=O)cc1OC	2.3	-4	-2	-5	5	-3	-12
COc1ccc(NC(=O)N(C)C[C@@H]2Oc3c(NC(=O)C4CCOCC4)cccc3C(=O)N([C@H](C)CO)C[C@H]2C)cc1	-4.6	0	/	13	12[16.7 µM]	-29	6
